Vif-A3G inh = qHTS for Inhibitors of Vif-A3G Interactions: qHTS | HeLa A3G-eYFP + Vif (tagged APOBEC3G with the HIV-1 protein that degrades it), YFP fluorescence, overnight | Potency, µM (titrated, usually from 46.1 µM), inactives show at the top dose activity, negative = active, actives largely listed as inhibitors | 410,000 tested, 0.076% active | AID 602310, 2012;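 note: nearly all actives have a fitted effect of over 60% in size; hits raise eYFP signal because A3G escapes Vif-driven loss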
Target sequence (Q9HC16 whole entry, looked up): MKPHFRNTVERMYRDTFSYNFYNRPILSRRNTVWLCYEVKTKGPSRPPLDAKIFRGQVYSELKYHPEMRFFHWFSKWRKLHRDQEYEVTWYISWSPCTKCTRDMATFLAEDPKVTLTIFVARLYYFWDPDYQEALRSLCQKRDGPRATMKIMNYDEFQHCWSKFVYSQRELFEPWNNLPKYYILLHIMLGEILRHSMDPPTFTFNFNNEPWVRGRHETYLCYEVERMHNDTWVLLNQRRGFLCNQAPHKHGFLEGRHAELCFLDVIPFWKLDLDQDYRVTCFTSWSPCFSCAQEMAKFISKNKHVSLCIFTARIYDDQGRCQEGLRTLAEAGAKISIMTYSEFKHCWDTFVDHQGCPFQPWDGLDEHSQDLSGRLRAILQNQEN
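Read-out is eYFP fluorescence (Ex 488/Em 500-530) from Vif-expressing HeLa A3G-eYFP cells; more signal means A3G escaped Vif-mediated degradation. Cells plated overnight, compound pinned in, incubated overnight at 37 deg C.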
12-LOX inh = Primary qHTS assay for inhibitors of human arachidonate 12S-lipoxygenase (ALOX12): Round 2; purified 12hLO, xylenol orange hydroperoxide absorbance; Potency, µM (doses to about 108 µM), for the others: at the highest dose activity change, negative = inhibition, hits mostly inhibitors; AID 1671190, 2021; 580,000 tested, 1.1% active
Target sequence (P18054 whole entry, looked up): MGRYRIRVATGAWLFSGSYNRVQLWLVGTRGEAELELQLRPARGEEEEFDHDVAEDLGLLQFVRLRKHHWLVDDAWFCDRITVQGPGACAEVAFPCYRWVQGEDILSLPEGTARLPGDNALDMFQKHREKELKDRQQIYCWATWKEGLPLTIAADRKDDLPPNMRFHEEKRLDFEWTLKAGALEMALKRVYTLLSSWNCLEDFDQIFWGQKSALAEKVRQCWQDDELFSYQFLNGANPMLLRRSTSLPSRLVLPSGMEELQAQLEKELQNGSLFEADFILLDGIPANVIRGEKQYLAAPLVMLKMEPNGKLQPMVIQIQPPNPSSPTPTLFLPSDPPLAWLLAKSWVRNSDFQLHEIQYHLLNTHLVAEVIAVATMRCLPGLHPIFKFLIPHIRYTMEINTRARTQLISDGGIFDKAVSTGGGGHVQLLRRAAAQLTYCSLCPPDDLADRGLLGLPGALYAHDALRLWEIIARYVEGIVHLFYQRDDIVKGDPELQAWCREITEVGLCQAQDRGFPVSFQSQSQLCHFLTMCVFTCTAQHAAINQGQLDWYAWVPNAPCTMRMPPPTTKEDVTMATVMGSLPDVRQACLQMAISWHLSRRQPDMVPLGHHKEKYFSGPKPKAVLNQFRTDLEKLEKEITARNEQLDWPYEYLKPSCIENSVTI
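Hydroperoxide product was detected by ferrous iron/xylenol orange as the 573 to 405 nm absorbance ratio. Arachidonic acid at 40 uM (final) was turned over for 30 min at room temperature by 150 nM human 12hLO, pH 7.0 Hepes buffer, after 15 min compound preincubation.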
An asterisk follows results filed as active; ? = inconclusive; [ ] = remark or other dose. Calls come from the whole dose curve; as a rule, active = well fitted curve in the direction sought with a large enough effect; inconclusive = small, poorly fitted or top-dose-only effect, or another doubt; inactive = no such curve, though single readings can be large; an effect the other way counts as inactive or inconclusive. % is set by controls: 0 for no effect and ±100 for the full control effect; potency is the fitted concentration of half-maximal effect.

SMILES	Vif-A3G inh	12-LOX inh
CC1ON=C(c2ccccn2)N(Cc2ccc(S(C)(=O)=O)cc2)C1=O (configuration not stated)	3%	-6%
CN(C)c1ccc(CNC(=O)CC[C@H]2O[C@@H](n3cnc4c(NC(=O)c5ccccc5)ncnc43)[C@H](O)[C@@H]2O)cc1	0%	2%
CC(=O)Nc1ccc(-c2ccnc3c2CC(C)(C(=O)NCc2cccc(Cl)c2)O3)cc1 (configuration not stated)	?	7%
CC(=O)NC(C)(c1ccccc1)c1nc(-c2ccncc2)cs1 (configuration not stated)	-3%	-12%
CC(C)(C)S(=O)N1Cc2cc(C(=O)NCc3ccc4c(c3)OCO4)nc(-c3cccc(-c4ccccc4)c3)c2[C@@H]1CCO (some centres not stated)	-3%	?
Cn1c(=O)c2cc(NC(=O)Cc3ccccc3F)ccc2n1-c1ccc(C(C)(C)C)cc1	-20%	-5%
CN(C)C(=O)c1cccc(-c2cnc3c(NC=O)cc(-c4ccc(N(C)C)cc4)cn23)c1	?	-3%
OC[C@H]1O[C@@H](c2nc(-c3nc(-c4ccc(F)cc4)no3)cs2)[C@H](O)[C@@H](O)[C@H]1O	-1%	?
Cc1cc(F)ccc1C(O)c1ncc(-c2ccccc2C(F)(F)F)[nH]1 (configuration not stated)	-7%	10%
CCOC(=O)C1=CC[C@@H](c2ccccc2)N(S(=O)(=O)c2ccc(C)cc2)[C@H]1/C=C/c1ccccc1	2%	-17%
Cc1ccc(S(=O)(=O)NC(=O)C2(C)CCN2C(=O)c2ccccc2)cc1 (configuration not stated)	1%	-26%
COc1ccc(-c2cc(NC(C)=O)c3ncc(-c4cccc(C(C)=O)c4)n3c2)cc1OC	?	?
O=C(CC[C@H]1O[C@@H](n2ccc(=O)[nH]c2=O)[C@H](O)[C@@H]1O)NCc1ccco1	-1%	49%[activator]
Cn1c(NCCc2ccncc2)nc2cc(-c3ccsc3)sc2c1=O	-6%	4%
CCNC(=O)C1CCCN(C(=O)Cc2cccs2)CC1 (configuration not stated)	-1%	50µM*
Cc1ccccc1-c1cc2nc(NCCN3CCCC3)n(C)c(=O)c2s1	-1%	-21%
CNc1nc(NCCCN2CCCC2=O)c2sccc2n1	0%	-7%
O=C(c1ccco1)N1CCN(C2CN(C3CCCCC3)S(=O)(=O)C2)CC1 (configuration not stated)	-1%	-5%
Cc1ccc(-c2cnc(C(O)c3cc(Cl)cc(Cl)c3)[nH]2)cc1 (configuration not stated)	-21%	-14%
O=C(NC(c1ccc(Cl)cc1)c1ccsc1)C1CCN(Cc2cccc(C(F)(F)F)c2)CC1 (configuration not stated)	-1%	-27%
OC(c1ccc(F)cc1)c1ncc(-c2ccc(Oc3ccccc3)cc2)[nH]1 (configuration not stated)	-8%	?
c1cc(-c2ccc(N3CCOCC3)cc2)n2cnnc2c1	2%	14%
O=C(NCc1ccc(F)cc1)c1cc(C2CCCN(C(=O)C3CCCCC3)C2)on1 (configuration not stated)	-5%	-8%
CN1CCN(C2CN(Cc3cn(Cc4ccccc4C(F)(F)F)nn3)S(=O)(=O)C2)CC1 (configuration not stated)	1%	-3%
CC(C)c1ccc(CNC(=O)C2(C)CCCN2C)cc1 (configuration not stated)	-4%	6%
CC(C)(C)c1ccc(C(=O)N2CCC2(C)C(=O)NS(=O)(=O)c2ccccc2Cl)cc1 (configuration not stated)	0%	-1%
CN1CCn2cnc(C(=O)NCc3ccc(CNC(=O)OC(C)(C)C)cc3)c2C1=O	-3%	-17%
O=C(CC[C@H]1O[C@@H](n2ccc(=O)[nH]c2=O)[C@H](O)[C@@H]1O)NCCc1c[nH]c2ccccc12	-8%	0%
CCNC(=O)C1(C)CCN1CCC(=O)c1ccc(C)cc1 (configuration not stated)	-3%	-51%
CC1(C(=O)NS(=O)(=O)C2CC2)CCCN(C(=O)c2ccc(F)cc2Cl)C1 (configuration not stated)	-1%	-27%
CC1(C(=O)NCc2ccco2)Cc2c(-c3ccc(C(N)=O)cc3)ccnc2O1 (configuration not stated)	?	1%
CC1(C(=O)NS(=O)(=O)c2ccccc2)CCN1C(=O)c1cccc2ccccc12 (configuration not stated)	-1%	0%
CC(C)NC(=O)c1cc(C2CCCCN2C(=O)c2ccc(C#N)cc2)on1 (configuration not stated)	-1%	-3%
Cc1c(C(=O)NCc2ccccc2C(F)(F)F)sc(=O)n1Cc1ccc2c(c1)OCO2	-2%	?
CCNC(=O)C1CCCN(C(=O)c2cc(F)cc(F)c2)CC1 (configuration not stated)	-3%	-2%
O=C(NCc1cccnc1)c1csc([C@@H]2O[C@H](CO)[C@H](O)[C@H](O)[C@H]2O)n1	-3%	?
COc1ccc(-c2ccc(C(=O)Nc3cccc(F)c3)c3occc23)c(C)c1	-2%	?
CCNC(=O)C1(C)CCN1Cc1cc(-c2ccccc2)n(C)n1 (configuration not stated)	-1%	1%
CS(=O)(=O)c1ccc(Nc2nc(C(N)Cc3ccc(F)cc3)cs2)cc1 (configuration not stated)	2%	-8%
O=C(NCc1cc(Cl)cc(Cl)c1)c1ccc2nc([C@@H]3O[C@H](CO)[C@@H](O)[C@H]3O)[nH]c2c1	-3%	-21%
COc1ccc(N2CCN(C(=O)/C=C/[C@H]3O[C@@H](n4ccc(=O)[nH]c4=O)[C@H](O)[C@@H]3O)CC2)cc1	2%	-13%
CCc1ccc2c(c1)NC(=O)C2(C)Cc1ccc(Cl)s1 (configuration not stated)	-16%	?
Cc1ccc(-c2cnc(C(O)c3ccc(C)cc3)[nH]2)cc1 (configuration not stated)	-3%	-12%
COc1ccc(-c2ccc(C(=O)N3CCN(C)CC3)c3occc23)c(C)c1	1%	?
CCOC(=O)c1ccc(-c2ccc3ncnc(N(C)Cc4sccc4C)c3c2)o1	-13%	?
Cn1ccc2c(-c3cncc4ccccc34)cc3c(c21)C1CCC3O1 (configuration not stated)	-16%	?
O=C(Nc1cccc(OC(F)(F)F)c1)C1Cc2c(-c3ccco3)ccnc2O1 (configuration not stated)	-2%	-14%
Cc1cccc(C)c1NC(=O)C(c1ccccc1)N1CCC(Cc2ccccc2)CC1 (configuration not stated)	-5%	-7%
COc1cccc(-c2cnc(C(O)c3ccc(F)cc3C)[nH]2)c1 (configuration not stated)	-4%	-11%
COc1ccc(-c2cc(NC(C)=O)c3ncc(-c4ccc(F)cc4)n3c2)cc1OC	?	?

(list continues)
SMILES	Vif-A3G inh	12-LOX inh
CC1=C(C(=O)N(C(C)C)C(C)C)CC(CC(=O)NCCCCc2ccccc2)C(=O)N1CCC1=CCCCC1 (configuration not stated)	-8%	?
CCOC(=O)C1=CCN(S(=O)(=O)c2ccc(Br)cc2)C1c1cccc(C)c1 (configuration not stated)	-2%	1%
CC1=C(C(=O)N(C(C)C)C(C)C)CC(CC(=O)NC2CC2)C(=O)N1CCC1=CCCCC1 (configuration not stated)	-1%	3%
CC1(C(=O)NS(=O)(=O)C2CC2)CCCN(C(=O)c2cccc(Cl)c2)C1 (configuration not stated)	0%	0%
COc1ccc(OC)c(NC(=O)C2(C)CCN2C(=O)C(C)(C)c2ccccc2)c1 (configuration not stated)	0%	-8%
O=C(Nc1nccs1)c1ccc2sc([C@H]3C[C@H](O)[C@@H](CO)O3)nc2c1	4%	-10%
O=C(Nc1cccc(Cl)c1)c1csc([C@@H]2O[C@H](CO)[C@H](O)[C@H](O)[C@H]2O)n1	2%	9%
CCOC(=O)C1(C)CCCN(C(=O)c2ccc(N(C)C)cc2)C1 (configuration not stated)	-2%	-14%
O=C(Nc1ccc2c(c1)OCO2)c1cc(C2CCCCN2S(=O)(=O)Cc2ccccc2)on1 (configuration not stated)	0%	-3%
CCc1nc2c(OCC3CCCCC3)cccn2c1N(C)C(=O)c1ccc(OC)cc1	-2%	?

Seven entries already listed, arranged by the value under 12-LOX inh, descending:
| smiles | Vif-A3G inh | 12-LOX inh |
| --- | --- | --- |
| Cc1cc(F)ccc1C(O)c1ncc(-c2ccccc2C(F)(F)F)[nH]1 (configuration not stated) | -7% | 10% |
| CCNC(=O)C1CCCN(C(=O)c2cc(F)cc(F)c2)CC1 (configuration not stated) | -3% | -2% |
| CNc1nc(NCCCN2CCCC2=O)c2sccc2n1 | 0% | -7% |
| COc1ccc(OC)c(NC(=O)C2(C)CCN2C(=O)C(C)(C)c2ccccc2)c1 (configuration not stated) | 0% | -8% |
| CC(=O)NC(C)(c1ccccc1)c1nc(-c2ccncc2)cs1 (configuration not stated) | -3% | -12% |
| CCOC(=O)C1(C)CCCN(C(=O)c2ccc(N(C)C)cc2)C1 (configuration not stated) | -2% | -14% |
| CCOC(=O)C1=CC[C@@H](c2ccccc2)N(S(=O)(=O)c2ccc(C)cc2)[C@H]1/C=C/c1ccccc1 | 2% | -17% |

(next part)
SMILES	Vif-A3G inh	12-LOX inh
CCc1nc2c(OCc3ccc(Cl)cc3Cl)cccn2c1N(C=O)Cc1ccc(OC)cc1	-9%	-25%
CCc1nc2c(OCc3ccc(C(F)(F)F)cc3)cccn2c1N(C)C(=O)C(C)C	-1%	-4%
Cc1ccccc1-c1ccc(CN2C(C(C)C)C(=O)N(Cc3cn(CCC4OCCO4)nn3)CCS2(=O)=O)cc1 (configuration not stated)	-1%	-17%
CCNC(=S)Nc1ccc2c(c1)c(=O)n(C)n2CC=C(C)C	0%	-23%
COc1ccc(Cl)cc1-c1cc(C(=O)Nc2cc(OC)c(OC)c(OC)c2)[nH]n1	-6%	19%
NC(Cc1ccc(Cl)cc1)c1csc(NC(=O)Nc2ccccc2-c2ccccc2)n1 (configuration not stated)	6%	?
CC(=O)NC(c1ccccc1)c1nc(-c2ccc(C)c(C)c2)cs1 (configuration not stated)	-8%	-4%
Clc1cccc(CNc2ccn3nc(-c4cccc(Cl)c4)cc3n2)c1	-11%	?
CCNC(=O)C1(C)CCN(C(=O)c2ccccc2)C1 (configuration not stated)	-2%	13%
CCCNC(=O)C1(C)CCN1C(=O)Cc1ccc(-c2ccccc2)cc1 (configuration not stated)	-2%	16%

Reformatted field by field: entries from further up.
CCOC(=O)C1(C)CCCN(C(=O)c2ccc(N(C)C)cc2)C1 (configuration not stated)
  Vif-A3G inh: -2%	12-LOX inh: -14%
O=C(Nc1ccc2c(c1)OCO2)c1cc(C2CCCCN2S(=O)(=O)Cc2ccccc2)on1 (configuration not stated)
  Vif-A3G inh: 0%	12-LOX inh: -3%
CCc1nc2c(OCC3CCCCC3)cccn2c1N(C)C(=O)c1ccc(OC)cc1
  Vif-A3G inh: -2%	12-LOX inh: ?
CCc1nc2c(OCc3ccc(Cl)cc3Cl)cccn2c1N(C=O)Cc1ccc(OC)cc1
  Vif-A3G inh: -9%	12-LOX inh: -25%

Five compounds picked at random from the list so far:
SMILES	Vif-A3G inh	12-LOX inh
CCNC(=O)C1(C)CCN(C(=O)c2ccccc2)C1 (configuration not stated)	-2%	13%
COc1ccc(-c2ccc(C(=O)N3CCN(C)CC3)c3occc23)c(C)c1	1%	?
CC1(C(=O)NS(=O)(=O)C2CC2)CCCN(C(=O)c2cccc(Cl)c2)C1 (configuration not stated)	0%	0%
CC1=C(C(=O)N(C(C)C)C(C)C)CC(CC(=O)NC2CC2)C(=O)N1CCC1=CCCCC1 (configuration not stated)	-1%	3%
Clc1cccc(CNc2ccn3nc(-c4cccc(Cl)c4)cc3n2)c1	-11%	?

Remaining list, next part.
SMILES	Vif-A3G inh	12-LOX inh
CSCCC(C(=O)Nc1c(C)cccc1C)N1CCN(c2ccc(C(F)(F)F)cn2)CC1 (configuration not stated)	-5%	?
Cc1ccc(C)c(C(O)c2ncc(-c3ccc(F)cc3)[nH]2)c1 (configuration not stated)	-4%	-12%
COc1ccccc1C(O)c1ncc(-c2cccc3ccccc23)[nH]1 (configuration not stated)	-5%	10%
Cc1ccc(OCCNC(=O)[C@H]2O[C@@H](n3cnc4c(N)ncnc43)[C@H](O)[C@@H]2O)cc1C	0%	-4%
CC1(C(=O)Nc2cccc(NS(C)(=O)=O)c2)CCN1CCc1ccccc1 (configuration not stated)	1%	24%
CC(C)(C)c1ccc(CC(=O)N2CCC2(C)C(=O)Nc2cccc3ccccc23)cc1 (configuration not stated)	3%	-28%
Cc1nc2c(OCc3ccc(Cl)cc3)cccn2c1N(C)Cc1cccs1	?	?
Cc1oc(-c2cccs2)cc1C(=O)N1CCC(C)(C(=O)NS(=O)(=O)C2CC2)C1 (configuration not stated)	4%	-19%
CC1(C(=O)O)CCN1C(=O)c1ccccc1F (configuration not stated)	-1%	4%
CCc1nc2ccc(C(=O)Nc3cccc(NS(C)(=O)=O)c3)cn2c1N(CC)CCOC	0%	1%
COc1ccccc1C(=O)Nc1nnc([C@H]2C[C@H](O)[C@@H](CO)O2)s1	-2%	-18%
CCc1nc2c(OCC3COc4ccccc4O3)cccn2c1N(C)C(=O)c1cccc(OC)c1 (configuration not stated)	-4%	6%
COCCNc1nc(-c2ccc(Cl)cc2C)c2sccc2n1	-1%	?
CC(=O)c1cccc(NC(=O)C2Cc3c(-c4cccc(C(N)=O)c4)ccnc3O2)c1 (configuration not stated)	-3%	2%
COc1cccc(-c2ccc(CN3C(C(C)C)C(=O)N(Cc4cn(CCC5OCCO5)nn4)CCS3(=O)=O)cc2)c1OC (configuration not stated)	-4%	1%

The list is partial; the hit share may differ from the screen's.
